High-throughput results deposited in PubChem BioAssay by several laboratories.
Rac1 mut GTP = alters GTP binding to activated mutant human Rac1; 190,000 tested, 0.11% active; AID 764; GST-Rac1 activated beads, fluorescent GTP binding, flow cytometry; actives lie on both sides; 100% means binding = to untreated wells; percent activity (GTP binding), % at 10 µM;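 active means GTP binding at least 20 percentage points away from the 100% baseline, in either direction, so actives lie on both sides; inconclusive means Compound likely fluorescent itself, or too few beads counted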
Cdc42 wt GTP = human Cdc42 wildtype GTP binding change, either direction | P60953 | GST-Cdc42 beads, Bodipy-GTP binding, flow cytometry; actives lie on both sides | percent activity (GTP binding), % at 10 µM | 190,000 tested, 0.2% active | AID 761;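 active means percent activity GTP binding at least 20 points away from the 100% baseline, either down as inhibitor or up as activator; inconclusive means compound flagged as likely green fluorescent from well-wide comparison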;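 further: median bead fluorescence of bound Bodipy-FL-GTP at 100 nM; 0% = excess unlabeled GTP control and 100% = no compound control; below 100% means less GTP binding so inhibitor and above means activator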
Rab2A wt mod = changes GTP binding to wildtype dog Rab2A, up or down | GST-Rab2 wt beads, Bodipy-GTP binding, flow cytometry | P61105 | 190,000 tested, 0.19% active | AID 760 | GTP binding activity, % at 10 µM;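 active means GTP binding activity at least 20 points away from 100%, either lowered or raised; inconclusive means signal likely due to the compound's own green fluorescence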;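 further: 0% = beads with excess unlabeled GTP and 100% = no-compound control corrected for plate trend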
Mcl1-Noxa inh = disrupts binding of human Mcl-1 to Noxa peptide. TR-FRET Mcl-1/Noxa peptide binding, 2 h. Q07820. AID 1022. 220,000 tested, 1.5% active. inhibition, % at 21.7 µM;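 active means compounds that cut the protein-peptide binding signal by more than 50% relative to plate controls in a single-dose test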;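 further: His-tagged Mcl-1 with rhodamine Noxa BH3 peptide and terbium anti-His antibody; 0% = Mcl-1 plus Noxa peptide wells and 100% = peptide-only wells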
ABCB1 inh = blocks JC-1 efflux by human ABCB1 transporter; 190,000 tested, 0.067% active; P08183; CCRF-Adr cells, flow cytometry; AID 1326; inhibition, % at 6.6 µM; in the data active means inhibition above about 40%;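 further: 0% = vehicle and 100% = reference inhibitor; higher value means more JC-1 retained so stronger ABCB1 efflux block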
Target sequence (P08183 whole entry, looked up): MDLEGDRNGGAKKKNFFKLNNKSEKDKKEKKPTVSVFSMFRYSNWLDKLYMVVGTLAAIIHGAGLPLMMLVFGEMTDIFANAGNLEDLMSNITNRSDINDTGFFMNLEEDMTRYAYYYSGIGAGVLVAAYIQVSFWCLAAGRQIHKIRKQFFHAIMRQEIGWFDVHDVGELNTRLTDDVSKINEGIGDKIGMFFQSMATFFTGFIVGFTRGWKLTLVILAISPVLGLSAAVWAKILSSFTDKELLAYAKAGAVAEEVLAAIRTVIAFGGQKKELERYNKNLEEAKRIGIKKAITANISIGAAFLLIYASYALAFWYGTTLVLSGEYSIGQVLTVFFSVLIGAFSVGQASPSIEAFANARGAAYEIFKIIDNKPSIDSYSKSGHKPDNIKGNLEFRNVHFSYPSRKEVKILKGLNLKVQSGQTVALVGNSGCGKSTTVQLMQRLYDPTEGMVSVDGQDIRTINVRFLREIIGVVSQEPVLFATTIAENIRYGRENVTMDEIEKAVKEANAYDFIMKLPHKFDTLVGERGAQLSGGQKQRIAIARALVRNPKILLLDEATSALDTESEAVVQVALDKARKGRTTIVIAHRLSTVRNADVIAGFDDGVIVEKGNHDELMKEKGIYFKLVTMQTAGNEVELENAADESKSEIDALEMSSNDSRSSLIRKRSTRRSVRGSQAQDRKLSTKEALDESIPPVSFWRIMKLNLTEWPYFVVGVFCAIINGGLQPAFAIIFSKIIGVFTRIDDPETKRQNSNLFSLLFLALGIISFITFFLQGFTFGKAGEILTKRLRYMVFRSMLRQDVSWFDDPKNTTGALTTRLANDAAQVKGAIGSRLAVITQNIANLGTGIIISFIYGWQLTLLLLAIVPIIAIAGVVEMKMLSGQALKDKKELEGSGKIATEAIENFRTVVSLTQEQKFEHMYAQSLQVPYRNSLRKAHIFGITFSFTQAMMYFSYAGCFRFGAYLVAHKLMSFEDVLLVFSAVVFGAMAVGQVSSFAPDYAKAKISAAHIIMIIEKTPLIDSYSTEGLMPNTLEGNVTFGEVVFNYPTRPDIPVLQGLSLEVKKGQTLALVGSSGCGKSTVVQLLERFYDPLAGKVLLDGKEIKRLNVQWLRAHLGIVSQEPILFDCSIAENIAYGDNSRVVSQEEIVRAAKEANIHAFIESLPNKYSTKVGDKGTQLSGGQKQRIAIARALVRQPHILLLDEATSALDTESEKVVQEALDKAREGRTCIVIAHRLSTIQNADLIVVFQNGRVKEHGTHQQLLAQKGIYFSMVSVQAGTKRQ
ABCG2 inh = blocks JC-1 efflux by human ABCG2 transporter; Q9UNQ0; 190,000 tested, 0.1% active; inhibition, % at 6.6 µM; AID 1325; IgMXP3 cells, flow cytometry;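 active means inhibition above 80%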;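 further: 0% = DMSO and 100% = nicardipine control wells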
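Incubation: cells with compound and JC-1, 10 min at 25 °C, rotating, no wash / Test system: IgMXP3 (ABCG2) plus far-red-tagged CCRF-Adr (ABCB1) cells / Compound dosing: one concentration, 6.6 µM final / Also added: JC-1 fluorescent substrate / Evaluation: efflux inhibition in percent versus controls / Detection: flow cytometry, 530 nm JC-1 signal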
Rab7 wt GTP bind = alters GTP binding to wildtype dog Rab7; 190,000 tested, 0.055% active; GTP binding activity (percent of control), % at 10 µM; GST-Rab7 beads, fluorescent GTP binding, flow cytometry; actives lie on both sides; untreated = 100%, excess cold GTP = 0%; AID 758;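 active means fluorescent GTP binding to Rab7 beads changed by at least 20 points from the 100% baseline, either direction, mostly lower; inconclusive means compound itself probably fluorescent, or too few beads counted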;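 further: median green fluorescence of bound Bodipy-FL-GTP per Rab7 bead population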
Avidin bead fluor = avidin bead compound fluorescence profile. Avidin beads, compound fluorescence 488/530 nm, flow cytometry; stronger effect = higher value. fluorescence (KMESF) at 10 µM. 220,000 tested, 0.38% active. AID 1775; in the data active means fluorescence above about 47; further: inactives centre near 10
HRas wt GTP = changes GTP binding to wildtype human HRas | GTP binding activity, % at 10 µM | GST-Ras wt beads, Bodipy-FL-GTP binding, flow cytometry; actives lie on both sides | P01112 | 190,000 tested, 0.14% active | AID 759;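 active means GTP binding activity at least 20% away from the 100% baseline, either lowered as inhibitor or raised as activator; inconclusive means flagged as likely green fluorescent, judged across all proteins in the well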;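 further: 0% = unlabeled GTP competition control and 100% = no-compound control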
Rac1 wt GTP bind = alters GTP binding to wildtype human Rac1; AID 757; GST-Rac1 beads, fluorescent GTP binding, flow cytometry; actives lie on both sides; 0 = cold GTP competed, 100 = untreated; P63000; 190,000 tested, 0.27% active; GTP binding activity (% of control), % at 10 µM;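 active means GTP binding activity at least 20 points away from the 100% control level, either lower or higher; inconclusive means compound flagged as likely green fluorescent, judged across all proteins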
Pf gamet viab = P. falciparum stage V gametocyte viability inhibition. P. falciparum stage V gametocytes, ATP luminescence, 24 h. inhibition, % at 10.9 µM. 150,000 tested, 0.065% active. AID 743093;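 active means inhibition above the mean plus 3 SD of compounds within the control limits, set per campaign, cut at about 38% in these data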;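 further: 0% = DMSO wells and 100% = medium only without gametocytes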
Starred values were filed as active, the others as inactive; ? = inconclusive; . = no result given.

Molecule,HRas wt GTP,Rab7 wt GTP bind,Avidin bead fluor,Rac1 mut GTP,ABCB1 inh,Cdc42 wt GTP,ABCG2 inh,Rac1 wt GTP bind,Mcl1-Noxa inh,Rab2A wt mod,Pf gamet viab
CC(=O)c1cccc(S(=O)(=O)N2CCC(n3nnc4cc(F)ccc43)CC2)c1,91.0,94.0,5,93.0,1.6,93.0,3.6,92.0,9.1,93.0,.
Cc1cc([N+](=O)[O-])ccc1NC(=O)C[n+]1ccc(N(C)C)cc1,97.0,97.0,8,95.0,1.9,96.0,1.6,102.0,4.7,97.0,6.6
COC(=O)c1sc2nc(N3CCCCC3)c3c(c2c1N)CCCC3,100.0,98.0,14,95.0,0.6,99.0,4.3,98.0,-8.7,99.0,.
Cc1ccc(-n2c(SCC(=O)NC3CCCCC3)nc3c(c2=O)SCC3)cc1,101.0,97.0,6,99.0,2.1,104.0,2.9,101.0,8.0,101.0,.
O=C(c1ccccc1)c1cc[n+]([O-])cc1,100.0,97.0,13,97.0,0.7,100.0,1.7,104.0,-6.3,98.0,.
CCCOc1ccc(NC(=O)CC2C(=O)N(CC)C(=S)N2CCNC(C)=O)cc1 (centres undefined),99.0,96.0,4,101.0,-2.9,101.0,-11.2,105.0,20.1,98.0,.
O=C(O)CC(Cn1cnnn1)c1ccccc1 (centres undefined),99.0,97.0,5,95.0,0.8,95.0,1.5,96.0,26.0,98.0,.
C=CCN(C(=O)Cn1c(C(=O)OC)cc2oc(C)cc21)c1ccccc1,99.0,98.0,28,99.0,0.0,100.0,-0.3,103.0,9.7,100.0,.
CCC(C)NS(=O)(=O)c1ccc(OCC(=O)NCc2ccc3c(c2)OCO3)cc1 (centres undefined),102.0,103.0,15,98.0,-0.1,99.0,6.3,106.0,0.6,98.0,-7.1
O=C(NN1C(=O)/C(=C/C=C/c2ccccc2)SC1=S)c1ccncc1,88.0,94.0,11,86.0,-1.0,87.0,-4.3,92.0,14.2,85.0,-5.5
COc1ccc(C(=O)NCc2cn3cccc(C)c3n2)cc1OC,96.0,100.0,7,99.0,-0.2,94.0,1.9,101.0,7.5,98.0,.
Cn1cc(CN2CCN(CCO)CC2)c(-c2ccc(Oc3ccccc3)cc2)n1,99.0,98.0,8,95.0,1.9,100.0,2.5,100.0,2.8,101.0,3.5
CCCC(=O)Nc1c(-c2cccs2)c(=O)c2ccccc2n1CC,97.0,94.0,27,93.0,0.9,97.0,2.5,95.0,-3.8,96.0,.
O=C(c1ccc2nc(N3CCCCC3)sc2c1)N1CCN(Cc2ccc3c(c2)OCO3)CC1,96.0,98.0,4,96.0,1.0,96.0,-0.9,96.0,15.5,97.0,.
Cc1oc(-c2cc(F)ccc2F)nc1CN1CCN(c2cnccn2)CC1,98.0,103.0,10,97.0,1.8,96.0,4.1,98.0,9.0,100.0,22.1
O=C(NNc1cccc(Cl)n1)c1ccccc1CC[N+](=O)[O-],101.0,106.0,35,100.0,0.0,101.0,0.5,101.0,-1.5,102.0,-26.1
C=CCNC(=O)NC(=O)COC(=O)c1ccccc1Sc1ccc(C(F)(F)F)cc1[N+](=O)[O-],99.0,100.0,12,101.0,1.2,95.0,6.0,101.0,31.8,99.0,14.8
O=C(c1ccccc1)c1ccc(OCCCN2CCCC2)cc1,?,?,13,?,0.1,?,-2.6,?,20.9,?,-20.5
CC(C)(O)C#Cc1ccc(C(=O)N2CCN(c3ccc(F)cc3)CC2)cc1,97.0,102.0,7,92.0,-0.2,91.0,6.3,94.0,3.2,99.0,-8.5
C=CCNC(=S)N/N=C(\C)c1ccc(-n2ccnc2)cc1,95.0,102.0,23,92.0,0.3,92.0,2.1,87.0,3.0,95.0,7.7
COC(=O)c1sc2ccccc2c1-n1cccc1C(=O)C(=O)Nc1ccc(Cl)cc1,100.0,98.0,13,97.0,0.8,99.0,3.5,100.0,-2.0,100.0,-30.1
OC1CCCN(Cc2ccc3ccc4cccc5ccc2c3c45)C1 (centres undefined),96.0,101.0,142*,95.0,0.1,97.0,-0.7,99.0,-21.6,98.0,.
COc1ccc2nc(Nc3ccccc3OC)sc2c1,99.0,99.0,7,97.0,0.5,96.0,3.2,100.0,16.9,98.0,-8.2
Cc1cccc(/C(N)=N/OC(=O)COc2ccc(Cl)c(C)c2)c1,96.0,95.0,6,95.0,.,94.0,-0.3,97.0,-9.1,93.0,23.8
Cc1ccn2c(CN(C)CCn3nc(C)cc3C)c(C(=O)N3CCCCCC3)nc2c1,97.0,94.0,6,99.0,1.2,97.0,1.6,103.0,11.3,96.0,3.8
Cc1ccc(-c2nc(CN(C)C(C3CC3)C3CC3)c(C)o2)cc1,100.0,104.0,12,98.0,0.5,96.0,0.9,98.0,2.7,99.0,-7.3
Cn1nnnc1SCC(=O)N1CCN(C(=O)c2ccco2)CC1,100.0,107.0,27,96.0,0.5,94.0,-0.3,100.0,5.9,98.0,1.5
O=C(CNc1cccc2ccccc12)N/N=C/c1ccc(C(=O)O)cc1,101.0,98.0,11,101.0,-0.8,99.0,-5.6,101.0,22.7,102.0,-15.1
COc1ccc(S(=O)(=O)NCCSCc2cccs2)cc1,94.0,96.0,18,92.0,-0.2,97.0,-2.4,94.0,-2.4,94.0,14.6
COc1ccc(C2=C(C=Nc3c(C)n(C)n(-c4ccccc4)c3=O)C(c3ccccc3C)c3ccccc3O2)cc1OC (centres undefined),96.0,94.0,7,92.0,1.5,95.0,2.1,91.0,-9.4,93.0,-18.3
CCCNNC(=O)C(O)(c1ccccc1)c1ccccc1,98.0,98.0,13,101.0,0.5,102.0,14.2,102.0,3.7,100.0,.
Cc1ccc(-c2nc3ccccc3s2)cc1NC(=S)NC(=O)c1ccccc1,96.0,95.0,12,94.0,0.4,96.0,2.6,95.0,10.1,93.0,.
CCOc1ccc(-n2c(-c3ccccc3)c[n+]3c2CCC3)cc1,95.0,96.0,10,95.0,-0.4,100.0,1.6,92.0,11.2,97.0,.
Cc1cc(C)cc(NC(=O)COC(=O)CN=C2NS(=O)(=O)c3ccccc32)c1,100.0,104.0,12,92.0,0.0,96.0,0.0,100.0,3.2,98.0,-8.6
Cc1ccc(Cn2cc(S(=O)(=O)c3ccc(C(C)C)cc3)c(=O)c3cc4c(cc32)OCO4)cc1,100.0,102.0,11,101.0,1.6,104.0,2.6,105.0,-16.9,103.0,12.5
CN1CCN(C(=O)/C(=C\c2ccccc2)c2ccccc2)CC1,104.0,107.0,15,100.0,-0.2,101.0,0.2,111.0,-2.6,104.0,.
NNc1nc(NCc2ccccc2)nc(N2CCOCC2)n1,94.0,102.0,15,97.0,0.7,97.0,9.0,99.0,-8.2,97.0,-17.9
Clc1cc(Br)ccc1OCCCn1ccnc1,97.0,99.0,13,98.0,0.4,101.0,3.6,103.0,28.8,97.0,-26.5
NC(=O)CCN1CCN(Cc2nc(C(c3ccccc3)c3ccccc3)no2)CC1,98.0,100.0,5,101.0,0.8,99.0,3.3,103.0,-0.9,100.0,.
O=C(Nc1ccc(F)cc1)C(NC1CCCCC1)c1ccccc1 (centres undefined),101.0,109.0,7,97.0,0.3,98.0,-0.6,99.0,-3.1,105.0,.
CCn1c(SCC(=O)N/N=C/c2ccc(C)s2)nc2ccccc21,98.0,100.0,15,98.0,1.0,98.0,3.3,102.0,16.8,98.0,.
Cc1ccc(C(=O)N/C(=C/c2ccco2)C(=O)OCN2C(=O)c3ccccc3C2=O)cc1,100.0,100.0,12,100.0,0.4,101.0,4.8,102.0,-5.5,100.0,6.3
CC(C)(C)C(=O)Nc1cccc(-c2nc3ccccc3c(=O)o2)c1,104.0,100.0,11,99.0,0.3,102.0,1.1,99.0,-42.0,101.0,15.3
CCc1nnc(NC(=O)CSc2nnc(Cc3ccc(OC)cc3)o2)s1,97.0,94.0,7,98.0,0.2,97.0,1.1,100.0,2.2,97.0,.
CCNC(=S)N(Cc1ccco1)Cc1cc2cc3c(cc2[nH]c1=O)OCCO3,100.0,104.0,6,98.0,0.6,94.0,9.4,98.0,17.9,101.0,-12.3
O=C(Nc1nccs1)c1ccc2c(=O)n3c(nc2c1)CCCCC3,104.0,106.0,24,102.0,1.3,106.0,11.2,115.0,-0.5,103.0,.
Cn1c(SCC(=O)N2CCOCC2)nnc1-c1cccc(NC(=O)c2ccccc2)c1,103.0,103.0,15,99.0,0.2,103.0,-0.1,100.0,1.6,100.0,.
c1ccc(-c2cc3c(-n4cccc4)ncnc3o2)cc1,94.0,99.0,9,91.0,0.6,92.0,7.0,90.0,-1.5,92.0,.
O=C(COc1ccccc1)Nn1c(-c2ccccc2)nc2ccccc2c1=O,97.0,100.0,6,96.0,0.3,94.0,3.8,97.0,17.0,95.0,7.9
COc1ccc(C2CC(c3ccccc3)=NN2C(=O)COC(=O)c2cc(S(=O)(=O)N3CCOCC3)ccc2F)cc1 (centres undefined),102.0,102.0,5,103.0,0.3,101.0,-2.6,108.0,-0.1,101.0,11.7
CC(C)(C)c1ccc(OCC(O)CN(CCO)CC(O)Cn2ccc3ccccc32)cc1 (centres undefined),99.0,100.0,15,99.0,1.4,99.0,14.5,102.0,1.3,98.0,12.6
Cc1ccc(NC(=O)c2ccco2)cc1NC(=O)CSc1nnc(-c2cccs2)n1C,101.0,100.0,7,100.0,3.7,102.0,2.4,104.0,4.8,101.0,13.9
Cc1ccc(CNS(=O)(=O)c2ccc3c(c2)OCCO3)cc1,99.0,101.0,4,97.0,0.3,100.0,3.5,99.0,-16.2,95.0,-0.5
C=CCOc1ccc(-c2n[nH]c(=S)o2)cc1,97.0,97.0,20,93.0,0.0,97.0,0.0,98.0,5.8,94.0,3.0
CC(C)COC(=O)Cc1c(O)c2ccccc2[nH]c1=O,100.0,99.0,35,98.0,-0.1,107.0,11.2,108.0,12.5,96.0,.
Cc1ccccc1OCCOc1cccc(/C=N/NC(=O)Cc2nnc(N)s2)c1,104.0,104.0,35,98.0,0.3,103.0,1.3,105.0,-3.9,102.0,-7.5
O=C(Nc1cccc(C(=O)O)c1)Nc1ccccc1Cl,95.0,99.0,12,93.0,0.7,93.0,5.8,96.0,15.8,92.0,7.4
CCOc1ccc(S(=O)(=O)Nc2cc(C)ccn2)c2ccccc12,101.0,103.0,10,99.0,0.2,100.0,0.4,101.0,17.5,102.0,-21.3
